Assay outcomes deposited in PubChem BioAssay by several laboratories.
TbHK1 inh – T. brucei hexokinase 1 inhibition. actives 0.11% (n = 220,000). recombinant TbHK1, G6PDH-coupled NADH A340. inhibition, % at 10 µM. AID 1430;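 active = inhibition of 50% or more in the single-dose primary screen; inactive = inhibition below 50%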
FXIa inh 1536 – blocks human coagulation factor XIa protease activity. inhibition, % at 5 µM. P03951. purified FXIa, Boc-Glu-Ala-Arg-AMC fluorogenic substrate. actives 0.14% (n = 220,000). AID 798;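 active = inhibition of at least 40%; inactive = inhibition below 40%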;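 also: fluorescence of freed AMC excited at 355 nm; 0% = enzyme without compound and 100% = no enzyme blank; many of its hits are not listed in these tables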
Target sequence (P03951 19-387 limits assumed): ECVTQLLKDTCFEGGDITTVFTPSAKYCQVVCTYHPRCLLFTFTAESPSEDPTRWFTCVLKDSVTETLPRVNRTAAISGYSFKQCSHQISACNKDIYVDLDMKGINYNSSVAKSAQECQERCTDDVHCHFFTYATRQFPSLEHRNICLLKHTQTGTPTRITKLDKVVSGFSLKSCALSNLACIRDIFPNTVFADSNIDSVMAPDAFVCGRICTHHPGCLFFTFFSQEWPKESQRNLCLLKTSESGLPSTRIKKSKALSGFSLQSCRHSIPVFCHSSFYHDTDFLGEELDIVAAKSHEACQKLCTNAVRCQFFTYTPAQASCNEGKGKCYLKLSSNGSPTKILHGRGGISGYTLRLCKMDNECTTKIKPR
Target sequence (P03951 388-625 limits assumed): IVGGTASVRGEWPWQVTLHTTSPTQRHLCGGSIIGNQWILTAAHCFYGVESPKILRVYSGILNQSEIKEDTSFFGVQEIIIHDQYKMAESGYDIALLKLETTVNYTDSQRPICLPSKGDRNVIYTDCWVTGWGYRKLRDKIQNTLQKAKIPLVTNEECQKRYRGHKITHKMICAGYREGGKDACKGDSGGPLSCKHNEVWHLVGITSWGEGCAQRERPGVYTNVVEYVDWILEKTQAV
PGE2 EP2 inh – inhibitors of human EP2 prostaglandin E2 receptor. C6 glioma cells expressing human EP2, cAMP TR-FRET; cells stimulated with saturating PGE2. actives 0.52% (n = 260,000). P43116. inhibition, % at 25 µM. AID 1422;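 active = percent inhibition above 40 after rounding to a whole number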;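 also: rat C6 glioma host cells with rolipram phosphodiesterase inhibitor present; the protocol text gives 20 µM as final concentration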
Target sequence (P43116 whole entry, looked up): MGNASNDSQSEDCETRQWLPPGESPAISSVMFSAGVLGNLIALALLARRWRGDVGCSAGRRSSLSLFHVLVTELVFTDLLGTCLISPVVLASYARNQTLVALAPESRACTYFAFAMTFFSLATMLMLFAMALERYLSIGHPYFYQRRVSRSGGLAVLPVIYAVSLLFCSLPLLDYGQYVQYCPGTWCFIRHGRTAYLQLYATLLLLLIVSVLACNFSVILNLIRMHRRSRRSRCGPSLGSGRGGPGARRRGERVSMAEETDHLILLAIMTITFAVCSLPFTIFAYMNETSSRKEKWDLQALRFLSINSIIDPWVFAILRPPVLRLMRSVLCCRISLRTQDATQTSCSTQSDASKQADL
CHOP inhibitor – CHOP inhibition in unfolded protein response. CHO-K1 CHOP-promoter luciferase, tunicamycin-induced, 15-18 h. actives 3.8% (n = 220,000). inhibition, % at 10 µM;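 active = compounds that reduced the stress-induced luciferase reporter signal by more than about 70% of percent inhibition, limit read from the data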;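 also: 0% = tunicamycin plus vehicle and 100% = wells without tunicamycin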
zVAD death inh – blocks zVAD induced death of L929 cells | actives 0.38% (n = 220,000) | viability rescue, % at 10 µM | L929 zVAD necroptosis rescue, ATP luminescence, 24 h; with zVAD 60 µM | AID 1377;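 active = activation, scaled between plate controls, above about 75%, limit read from the data; inactive = activation under that limit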;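 also: 0% = zVAD with DMSO and 100% = DMSO alone without zVAD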
Wee1 degr inh – inhibitors of human Wee1 degradation | P30291 | actives 1.2% (n = 220,000) | reporter increase, % at 5 µM | HeLa Luc-Wee1K328M stability, luciferase luminescence; 100% = proteasome inhibitor MG132 effect;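 active = activation above the mean of all tested compounds plus 3 SD, set per screening run, cut at about 8.8% in these data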;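 also: cells exposed to compound for 20 h before luminescence read; 0% = DMSO alone and 100% = MG132 at 30 µM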
PPC-1+TRAIL kill – PPC-1 cancer cell killing with TRAIL present. cell killing (% activity), % at 4 µM. AID 1443. PPC-1 cells + TRAIL, ATPLite viability luminescence. actives 0.41% (n = 220,000);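 active = cell killing above 50% in the first pass at 4 µM, then a duplicate retest at 5 µM averaging 50% or more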;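 also: plate controls were cells with TRAIL plus DMSO for no effect and medium-only wells lacking cells for full effect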
FXIIa inh – blocks human coagulation factor XIIa protease activity. P00748. purified FXIIa, Boc-QGR-AMC fluorogenic substrate, 2 h. inhibition, % at 5 µM. actives 0.3% (n = 220,000); in the data active = inhibition above about 40%;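 also: 0% = enzyme with no compound and 100% = blank without enzyme; many of its hits are not listed in these tables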
TNF death inh – inhibitors of TNF-alpha induced necroptosis in Jurkat FADD-/- cells; Jurkat FADD-/- TNF necroptosis rescue, ATP luminescence, 24 h; 0 = TNF only, 100 = no-TNF cells; activation (protection from cell death), % at 10 µM; actives 0.068% (n = 220,000); AID 463075;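 active = activation, meaning protection from cell death, of at least 50% relative to plate controls; inactive = activation below 50%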;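 also: necroptosis triggered by 40 ng/mL TNF-alpha added together with compound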
* marks the source's active call; other numbers are inactive results; / = no result given; & = joins results of further samples.

Results follow in this order: TNF death inh	PGE2 EP2 inh	FXIIa inh	Wee1 degr inh	PPC-1+TRAIL kill	TbHK1 inh	CHOP inhibitor	FXIa inh 1536	zVAD death inh
CCOP(=O)(OCC)C(NC(=O)Nc1ccc(C)c(Cl)c1)c1ccccc1 (stereo not given)
 : 4.4	7	14	-2	27	-2	24	6	/
COc1ccccc1-c1nnc2sc(-c3ccc(N(C)C)cc3)nn12
 : -8.6	4	-3	1	-19	-31	/	-3	-1.3
COc1ccc(NC2=NC(=S)N(c3ccccc3C)C23CCCCC3)cc1
 : 0.7	3	8	3	7	-1	21	-7	0.0
Clc1ccc(CN=C(Nc2ccccc2)NC2CCCCC2)cc1
 : 4.5	-1	9	0	32	13	-34	2	5.9
CCOC(=O)c1c(NC(=O)CSc2nnc3c(n2)[nH]c2ccccc23)sc2c1CCN(C)C2
 : -15	11	/	-4	/	-19	/	/	0.5
CC(C)Cc1nc2oc3c(NCC4CCCO4)ncnc3c2c2c1CCC2 (stereo not given)
 : -9.8	8	17	4	38	-7	52	9	2.6
CC(C)c1nnc(NC(=O)CCN2C(=O)c3ccccc3C2=O)s1
 : -0.2	6	11	1	0	-5	11	1	0.7
Cc1cc(C)cc(N(C(=O)CCC(=O)Nc2cc(C)on2)C(C(=O)NC2CCCC2)c2ccco2)c1 (stereo not given)
 : 2.7	1	5	-3	10	-3	19	-1	0.9
CC(=O)N1CCc2cc(C(=O)CN3CCN(C(=O)c4ccco4)CC3)ccc21
 : -0.3	9	1	0	16	-8	9	-5	2.0
O=C(CC1S/C(=N\S(=O)(=O)c2ccc(F)cc2)N(c2ccccc2)C1=O)Nc1ccccc1 (stereo not given)
 : 2.0	9	12	1	20	36	36	3	0.9
CNc1sc(C(=O)c2ccccc2F)c(N)c1-c1nc2ccccc2s1
 : -1.6	5	-7	-3	28	-16	56	2	1.6
COc1ccc(CC(=O)Nc2cc(S(=O)(=O)N3CCOCC3)ccc2N2CCOCC2)cc1
 : 1.8	10	1	0	8	-3	4	-4	1.1
c1ccc2sc(-c3ccc4c(c3)OCO4)nc2c1
 : -3.0	13	15	14*	58*	34	12	2	0.3
O=C(Nc1ccc(SC(F)F)cc1)C1=COCCO1
 : -2.4	11	10	1	9	-3	22	-9	0.3
CCN(CC)C(=O)Cc1ccccc1
 : 2.1	17	11	/	17	-7	-14	6	0.4
Cc1ccc(-n2c([C@@H]3C[C@H]3c3ccccc3)n[nH]c2=S)cc1
 : 0.5	5	4	4	16	-1	-6	6	0.0
CN(C)c1ccc(P(=O)(OC2CCCCC2)C(O)c2ccccn2)cc1 (stereo not given)
 : 1.5	11	-1	-4	22	-6	-3	-3	1.2
C=CCN1C(=O)CC(C(=O)NC)SC1=Nc1ccc(C(=O)OCC)cc1 (stereo not given)
 : -0.5	5	13	0	-21	3	29	-1	0.4
O=C(COC(=O)CSc1nnc(-c2ccc(Cl)cc2)o1)Nc1cc(Cl)cc(Cl)c1
 : 0.7	5	5	3	5	5	22	-6	1.1
COc1ccc(CC2(CO)CCN(Cc3cnn(C)c3C)CC2)cc1
 : 1.6	1	9	0	20	1	28	-2	-0.1
Cc1cc(=O)n2[nH]c(=O)c(N=Nc3ccccc3)c2[nH]1
 : -5.2	20	15	-2	7	-12	12	7	0.1
CN(Cc1cccc(C(F)(F)F)c1)Cc1nc(-c2cnccn2)no1
 : -0.8	5	14	0	6	-5	2	3	0.0
COc1cc(/C=N/NC(=S)Nc2cccnc2)cc(OC)c1OC
 : -0.2	5	8	-3	20	-59	-8	-1	0.9
Cc1ccc(-c2noc(CCC(=O)NCc3ccc4c(c3)OCO4)n2)cc1
 : -1.2	9	5	1	-7	2	29	-3	-0.2
S=C(Nc1ccc(Nc2ccccc2)cc1)NC1CCCCCC1
 : 0.0	1	2	-1	13	-4	80*	-4	20
CCOc1ccc(N(C(=O)Nc2ccccc2)C2=NCCC2)cc1
 : 1.5	8	-4	-1	6	1	-2	-10	0.6
CC1NC(C)(C)Cc2c1ccc1ccccc21 (stereo not given)
 : 5.5	12&1	6	-2	/	-7	-11	-5	1.6
COc1ccccc1CNC(=O)c1ccc(S(=O)(=O)N(C)C)cc1
 : 0.3	3	-4	-2	2	-1	29	-3	0.1
CC(C)OC(=O)Cn1nnc2c(cnn2-c2ccccc2)c1=O
 : 1.0	9&6	14	-1	8	-9	-8	5	/
O=C(CSc1nnnn1-c1ccccc1)N1CCc2ccccc2C1
 : 3.8	6	9	1	1	9	30	4	-0.9
O=C(CSc1ccccc1)NCc1ccco1
 : -0.6	11	12	0	15	12	5	4	-0.3
CC(=O)CCc1c(C)c2cccc(C)c2[nH]c1=O
 : 0.7	4	14	2	-16	-13	39	2	1.3
CCOc1ccc(-n2c(N)c(C(=O)NCc3ccco3)c3nc4ccccc4nc32)cc1
 : -2.5	17	-3	3	-32	-17	-1	-2	-0.5
Cc1cccc(Nc2ccc(NCc3ccccc3)nn2)c1
 : 5.9	10	0	0	/	2	-5	-6	6.5
COc1ccc2c(c1)-c1nc(/N=C/c3c(O)ccc4ccccc34)sc1CC2
 : -2.8	10	26	-4	5	24	30	30	1.2
S=c1[nH]nc(-c2ccccn2)n1/N=C/c1cccs1
 : 1.0	1	3	0	27	-18	9	6	1.1
CCCS(=O)(=O)N1CCCC(C(=O)N2CCN(c3ccccn3)CC2)C1 (stereo not given)
 : -1.7	17	7	0	-6	9	0	1	0.5
Cc1oc(-c2ccc(C(F)(F)F)cc2)nc1CN(Cc1ccccn1)C[C@@H]1CCC(=O)N1
 : -0.5	4	8	2	8	-14	-12	0	-0.5
CS(=O)(=O)Nc1ccc2c3c(cccc13)CC2
 : -1.5	1	/	-2	-15	-15	/	/	-0.4
CCc1[nH]nc2c1C(c1ccc(C)o1)C(C#N)=C(N)O2 (stereo not given)
 : -2.6	2	9	2	19	-9	-4	1	2.3

Sorted by length of the SMILES (ascending): part of the list above
Results follow in this order: TNF death inh	PGE2 EP2 inh	FXIIa inh	Wee1 degr inh	PPC-1+TRAIL kill	TbHK1 inh	CHOP inhibitor	FXIa inh 1536	zVAD death inh
CCN(CC)C(=O)Cc1ccccc1
 : 2.1	17	11	/	17	-7	-14	6	0.4
CC1NC(C)(C)Cc2c1ccc1ccccc21 (stereo not given)
 : 5.5	12&1	6	-2	/	-7	-11	-5	1.6
CS(=O)(=O)Nc1ccc2c3c(cccc13)CC2
 : -1.5	1	/	-2	-15	-15	/	/	-0.4
COc1cc(/C=N/NC(=S)Nc2cccnc2)cc(OC)c1OC
 : -0.2	5	8	-3	20	-59	-8	-1	0.9
COc1ccccc1CNC(=O)c1ccc(S(=O)(=O)N(C)C)cc1
 : 0.3	3	-4	-2	2	-1	29	-3	0.1
CN(C)c1ccc(P(=O)(OC2CCCCC2)C(O)c2ccccn2)cc1 (stereo not given)
 : 1.5	11	-1	-4	22	-6	-3	-3	1.2
O=C(COC(=O)CSc1nnc(-c2ccc(Cl)cc2)o1)Nc1cc(Cl)cc(Cl)c1
 : 0.7	5	5	3	5	5	22	-6	1.1
O=C(CC1S/C(=N\S(=O)(=O)c2ccc(F)cc2)N(c2ccccc2)C1=O)Nc1ccccc1 (stereo not given)
 : 2.0	9	12	1	20	36	36	3	0.9
Cc1cc(C)cc(N(C(=O)CCC(=O)Nc2cc(C)on2)C(C(=O)NC2CCCC2)c2ccco2)c1 (stereo not given)
 : 2.7	1	5	-3	10	-3	19	-1	0.9

(cont.)
Results follow in this order: TNF death inh	PGE2 EP2 inh	FXIIa inh	Wee1 degr inh	PPC-1+TRAIL kill	TbHK1 inh	CHOP inhibitor	FXIa inh 1536	zVAD death inh
COc1ccc(/C=C/C=N/NC(=O)COc2ccc(OC)cc2)cc1
 : 3.0	19	11	7	4	-14	23	8	1.6
COC(=O)c1cc2c(s1)-c1ccccc1OC2
 : -2.0	10	-6	/	-20	-29	42	-1	0.5
O=C(c1ccc2c(c1)OCO2)C1CCCN(C(=O)c2cnn(Cc3ccccc3)c2)C1 (stereo not given)
 : 3.3	2	13	-1	0	-10	-7	4	-0.2
CCOc1ccc2nc(NC(=O)C(NS(=O)(=O)c3cccs3)C(C)C)sc2c1 (stereo not given)
 : -2.0	13	18	-2	-2	-3	25	4	1.2
CN(C)CCN(Cc1cc2cc3c(cc2[nH]c1=O)OCO3)C(=S)NCc1ccco1
 : 1.5	10&10	5	-1	-5	-24	17	-4	-0.6
CNC(=O)c1ccc(-n2nc(C)cc2-c2ccccc2)cc1
 : -5.3	9	19	0	25	0	-3	21	0.9
CCCC1(C(=O)OCC)NC(c2ccc(OC)cc2OC)C2C(=O)N(c3ccccc3)C(=O)C21 (stereo not given)
 : -1.7	7	10	2	27	4	-18	3	0.0
Cc1ccc(N(Cc2cc(=O)[nH]c3ccccc23)C(=O)C(C)C)cc1
 : -2.9	8	6	-2	-7	-15	23	2	-0.2
COc1ccc(-c2ccnc3c(C#N)cnn23)cc1
 : -0.1	14	-20	5	27	-24	-14	-18	-0.1
CN1CC2(C)OC(=O)C(Cl)=C2CC1c1ccccc1 (stereo not given)
 : -0.4	5	5	-4	14	-3	16	-5	/
O=C(Cc1ccc(-n2c(=O)c3ccccc3n(CC(=O)Nc3ccc(F)cc3F)c2=O)cc1)NCc1ccco1
 : 1.4	4	7	-1	-1	-1	19	-2	0.9
Cc1ccc2c(c1)C1CN(C)CCC1N2C(=O)c1ccc(Cl)c(S(=O)(=O)N2CCOCC2)c1 (stereo not given)
 : 2.2	10	5	2	15	-1	4	1	-1.0
O=C(COC(=O)c1ccccn1)NCCCc1ccccc1
 : 0.4	15	23	-2	13	-6	14	7	-0.3
O=C(c1ccccc1)N(Cc1nc2ccccc2c(=O)[nH]1)C1CCCC1
 : 0.4	5	3	2	21	6	15	-5	0.7
COc1cc(C(C)=O)ccc1COc1ccc(C(=O)OCC(N)=O)cc1OC
 : 1.4	3	8	2	21	-4	-4	4	1.2
O=S(=O)(Nc1cccc(Cl)c1)c1ccc2oc(=S)[nH]c2c1
 : -1.1	18	8	-4	16	-4	12	-5	2.6
Cn1c(Cc2ccccc2)nnc1SCC(=O)NCCc1ccccc1
 : 0.3	6	-4	1	26	-4	-1	0	1.3
Cc1ccc(N(CC(=O)N2CCCCC2)S(=O)(=O)c2ccc(C)cc2)cc1
 : 0.4	3	4	-1	2	-4	14	2	-0.6
CC1CCCCN1CCNS(=O)(=O)c1ccc2c(c1)oc(=O)n2C (stereo not given)
 : -0.2	3	9	-5	2	-4	-4	-7	0.3
CN(C)c1nc(N)nc(CSc2ccccn2)n1
 : -0.5	6	14	0	7	-13	-10	4	0.6
CCN(CC)C(=O)c1c(-c2ccccc2)oc2ccc(OC)cc12
 : -0.4	10	3	17*	17	-3	26	2	/
O=C(NCC1CC1)C1CCCN(S(=O)(=O)c2ccc(-n3cnnn3)cc2)C1 (stereo not given)
 : -1.9	12	3	-1	-11	0	21	-11	-0.1
COc1ccc(C(=O)O)cc1S(=O)(=O)N(C)CCc1cccnc1
 : -2.9	6	12	-4	2	1	5	-1	0.8
CN1CCN(C(c2ccccn2)c2cc(Cl)c3cccnc3c2O)CC1 (stereo not given)
 : -3.5	4	21	-1	25	-3	-61	7	4.3

Some of the compounds tested (hit frequency here may not be typical).
